Screens from PubChem.
Insulin prom inh: TRM-6 insulin promoter activity inhibition | TRM-6 cells (human fetal islet line), insulin promoter-eGFP reporter, imaging; reporter expression induced with tamoxifen | inhibition, % at 2 µM | 0.9% of 130,000 active | AID 1273;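 active = inhibition above the mean plus 3 SD, with well images judged a real hit on visual review, cut at about 60% in these data, passing the limit was not always enough; inconclusive = inhibition over the cutoff but images rejected on review; inactive = inhibition not above the cutoff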
SDO1 yeast rescue: compounds rescuing growth of sdo1-depleted yeast, bone marrow failure model | 0.21% of 140,000 active | S. cerevisiae sdo1-depleted JHY4D growth rescue, OD600 30 h; active compounds read high; pdr5 snq2 efflux-pump mutant strain | z-score at 10 µM;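 active = z-score above 3 at both the 24 hr and the 30 hr optical density reads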;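 note: z-score against mean and SD of all compound wells on the same plate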
SDO1 yeast rescue Rescue 24 h: also measured in SDO1 yeast rescue; calls as there; z-score; S. cerevisiae sdo1-depleted JHY4D growth rescue, OD600; measured here: growth rescue at 24 h;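 0 is the plate mean of compound wells and units are plate SD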
* hit, by the source's call; ? = inconclusive; . = no result given; [ ] = dose if it differs, or a comment. This is a subset; rates above refer to the full screens.

SMILES	Insulin prom inh	SDO1 yeast rescue	SDO1 yeast rescue Rescue 24 h
O=C1CC(=O)N(Cc2ccco2)C(=S)N1	21	1	0.53
CCCCOc1ccc(C(C)NC(=O)CCS(=O)(=O)Cc2ccc(Cl)cc2)cc1 (stereo unspecified)	-45	0.02	0.69
O=C(CCCc1nc2ccccc2s1)N1CCN(c2ccccc2)CC1	47	0.05	0.43
CCC(C)N1C(=O)/C(=C/c2c(NCCCOC(C)C)nc3c(C)cccn3c2=O)SC1=S (stereo unspecified)	-164	1	1
CCOC(=O)/C(=N\O)C1=NC(C)(C)Cc2ccccc21	42	0.21	-0.41
CCOCC(O)CSCc1ccc(Cl)cc1 (stereo unspecified)	-39	0.08	-0.03
COc1ccc(NC(=O)C(C/C=C(/C)Cl)C(C)=O)cc1 (stereo unspecified)	-350	0.37	0.46
Nc1ccc(Nc2ccc([N+](=O)[O-])cc2[N+](=O)[O-])cc1	33	.	.
Cc1[nH]c2ccccc2c1C1=CN2CCS(=O)(=O)N=C2S1	-24	1.2	1.2
O=C(CSc1nnc(SCc2cccc3ccccc23)s1)c1ccc2c(c1)OCO2	-40	0.12	1.4
CCc1cccc2c(C=C(C#N)C#N)cn(CC(=O)N3CCCCC3)c12	42	-0.69	0.38
CC1(C)CC(C#N)(N2CCOCC2)CCO1 (stereo unspecified)	24	0.59	-0.18
CCc1cc2c(CN3CCN(CC)CC3)cc(=O)oc2cc1O	7	-0.03	-0.44
CC1(C)CC(NC(=O)C23CCC(C)(/C(=N/O)C2)C3(C)C)CC(C)(C)N1 (stereo unspecified)	-123	.	.
O=C(COC(=O)CSc1ccc2ccccc2c1)NC1CCCC1	.	0.92	0.79
Cc1cc(/C=C2/SC(=S)N(c3ccc([N+](=O)[O-])cc3)C2=O)c(C)n1-c1cccnc1	-119	-1.1	-0.45
CCOC(=O)c1ccc(Nc2ncnc3ccc(C)cc23)cc1	-3	-1.2	-1
CCOC(=O)N1CCN(C(=O)c2cc(-c3ccc(F)cc3)[nH]c2C)CC1	43	-0.15	-0.88
O=C(CN1C(=O)NC2(CCCc3ccccc32)C1=O)NCc1ccco1 (stereo unspecified)	15	-0.16	-1.5
COC(=O)C(CCSC)NC(=O)C12CC3CC(CC(C3)C1)C2 (stereo unspecified)	44	-0.04	-0.47
CCCn1c(C)cc(/C=C(\C#N)C(=O)OCC(=O)Nc2cc(OC)c(OC)c(OC)c2)c1C	-34	-0.22	-0.65
O=C(CN1C(=O)c2cccc3cccc1c23)Nc1ccccc1	0	.	.
COC(=O)c1sc(N)c(C(=O)OC)c1COC(=O)CNS(=O)(=O)c1ccc(C)c(C)c1	-165	-0.37	-0.87
CCCC(=O)Nc1ccc(Cl)c(NC(=O)c2cccnc2Cl)c1	-3	0.47	-0.3
CCc1ccc(C(C)NC(=O)Cn2cnc3c(=O)n(C)c(=O)n(C)c32)cc1 (stereo unspecified)	-25	0.44	-0.35

Some of these compounds in order of their number in SDO1 yeast rescue Rescue 24 h, ascending.
structure	SDO1 yeast rescue Rescue 24 h
Cc1cc(/C=C2/SC(=S)N(c3ccc([N+](=O)[O-])cc3)C2=O)c(C)n1-c1cccnc1	-0.45
CCOC(=O)/C(=N\O)C1=NC(C)(C)Cc2ccccc21	-0.41
CCc1ccc(C(C)NC(=O)Cn2cnc3c(=O)n(C)c(=O)n(C)c32)cc1 (stereo unspecified)	-0.35
CCCC(=O)Nc1ccc(Cl)c(NC(=O)c2cccnc2Cl)c1	-0.3
COc1ccc(NC(=O)C(C/C=C(/C)Cl)C(C)=O)cc1 (stereo unspecified)	0.46
O=C(CSc1nnc(SCc2cccc3ccccc23)s1)c1ccc2c(c1)OCO2	1.4

Returning to the listing; the 2 compounds before the break are reprinted first.
SMILES	Insulin prom inh	SDO1 yeast rescue	SDO1 yeast rescue Rescue 24 h
CCCC(=O)Nc1ccc(Cl)c(NC(=O)c2cccnc2Cl)c1	-3	0.47	-0.3
CCc1ccc(C(C)NC(=O)Cn2cnc3c(=O)n(C)c(=O)n(C)c32)cc1 (stereo unspecified)	-25	0.44	-0.35
O=C(OCc1nc2ccc(Cl)cc2n1CCO)c1ccccc1	20	0.92	0.26
O=C(CC(=O)c1ccccc1)Nc1cccnc1	-30	0.34	-0.17
O=C(c1cnn(C(=O)COc2ccc(Cl)cc2)c1)c1ccccc1O	26	-0.32	-0.4
CCn1c(=O)c(C(=O)Nc2ccsc2C(=O)OC)c(O)c2ccccc21	.	-1.5	-0.66
Cc1ccccc1NS(=O)(=O)c1ccc2[nH]cc(C(=O)N(C)Cc3ccco3)c(=O)c2c1	.	1.1	1.1
COc1ccc(/C=C/C(=O)Nc2cccc(C(C)=O)c2)cc1	8	1	-0.13
Cc1ccc(C(=O)C(C)OC(=O)c2cc3cc([N+](=O)[O-])ccc3oc2=O)cc1 (stereo unspecified)	3	-0.99	-1.2
Cc1ccc(/C=C/c2nc3ccccc3s2)s1	7	-1.2	-0.98
Cc1ccc(S(=O)(=O)NCC(C)NS(C)(=O)=O)cc1 (stereo unspecified)	20	0.1	-0.13
O=C1C(Cc2cccc([N+](=O)[O-])c2)S/C(=N/N=C/c2ccco2)N1c1ccccc1 (stereo unspecified)	-67	-0.51	-0.21
O=c1c2c3c(sc2nc2n1CCCCC2)CCCC3	16	-0.01	0.15
COc1ccccc1-c1cc(-c2cc(Cl)ccc2O)n[nH]1	.	0.02	0.76
CCCCc1[nH]c(=O)c(C#N)c2c1CCCC2	-32	0.25	-0.35
CCOc1ccc(CCNC(=O)c2[nH]c(C)c(C(C)=O)c2C)cc1OCC	7	.	.
CC1(C)CC(=O)c2cc(C(=O)N3CCCCC3)c(=O)n(-c3ccc(Cl)cc3)c2C1	-164	.	.
CC(C)(C)NC(=O)NC(=O)COC(=O)C1CC(=O)N(Cc2ccccc2)C1 (stereo unspecified)	43	-0.27	-0.89
Cc1noc(C)c1C(=O)Nc1ccccn1	67	0.41	0.2
COc1cccc(CN(Cc2ccccc2F)S(=O)(=O)c2ccc(S(=O)(=O)NCc3ccccc3)cc2)c1	.	-0.79	0.02
CCOC(=O)c1sc(C)c(C(N)=O)c1NC1=NCCCCC1	.	1.1	1.3
COc1cc(C2NC(C(=O)O)CS2)ccc1OCc1ccccc1C#N (stereo unspecified)	.	0.09	-0.51
CCC(=O)Nc1cccc(NC(=O)COc2ccc(OC)cc2)c1	3	0.46	0.14
COc1ccc(Cc2c(C)nc(N)nc2Cl)cc1	-42	0.72	0.33
CCCN(CC1CC1)S(=O)(=O)c1ccc(S(N)(=O)=O)cc1	.	0.15	-0.33
O=c1c2ccccc2nnn1CSc1ncnc2ccccc12	31	0.72	1.3
O=C(COC(=O)CCCSc1nc2ccccc2[nH]1)NC(=O)NC1CCCC1	41	-0.06	-0.32

The listing continues:
SMILES	Insulin prom inh	SDO1 yeast rescue	SDO1 yeast rescue Rescue 24 h
O=C1NC(=O)C2C3c4ccccc4C(c4ccccc43)C12 (stereo unspecified)	6	-0.39	-0.86
NC(=O)[C@@H]1CCCNc2c(I)cc([N+](=O)[O-])cc2C(=O)N[C@@H](CO)C(=O)N[C@@H](Cc2ccc(O)cc2)C(=O)N1	15	0.19	0.12
O=C(N1CCN(c2ccccn2)CC1)C(Cl)(Cl)Cl	?	-0.59	-0.98
COC(=O)c1ccc(N2CCCCC2)c(N)c1	-15	.	.
CCCCCc1c(O)nc(SCC(=O)O)[nH]c1=O	38	.	.
O/C(=C\c1ccc2ccccc2n1)c1ccc(O)cc1O	-143	.	.
O=c1c(-c2nn[nH]n2)coc2ccc(Cl)cc12	12	.	.
COc1ccc(NC(=O)CN2CCN(c3ccc(Cl)cc3)CC2)c(OC)c1	0	-0.12	1.1
CCCSc1ncc(Cl)c(C(=O)Nc2ccc(S(=O)(=O)N3CC(C)OC(C)C3)cc2)n1 (stereo unspecified)	31	0.53	1.5
NC(=S)NNc1cc(Cl)cc(Cl)c1	-49	-0.9	-1.3
O=C(Cn1ncc2c(=O)oc3ccccc3c21)N1CCc2ccccc2C1	.	-0.59	-1.3
CCc1nc(SCC(=O)Nc2cc(C)on2)c2c(=O)n(C)c(=O)n(C)c2n1	.	-0.18	-0.2
COc1ccc(NC(=O)Nc2nnc(C(C)C)s2)cc1	61	0.47	0.45
Cn1c(C(=O)N(Cc2ccccc2)Cc2cccs2)cc2sccc21	-12	-2	-2
O=C(CC(C(=O)O)N1CCOCC1)Nc1ccc(Cl)cc1 (stereo unspecified)	-21	1.6	0.91
CCOC(=O)CCn1cc(F)c(=O)[nH]c1=O	-29	.	.
N#Cc1c(C#N)c(-c2ccccc2)n(-c2ccccc2)c1N	-38	-0.65	-0.5
COc1ccc(/C=C(/CC(=O)NCc2ccc(Cl)cc2)c2nc3ccccc3s2)cc1	33	-0.2	1.2
COc1cccc(CNC(=O)c2ccc(NC(=O)C3CCCO3)cc2)c1 (stereo unspecified)	.	0.07	-0.02
O=C(NCCOc1cccc(Oc2ccccc2)c1)c1cc(-n2cnnc2)ccc1Cl	-42	0.97	1.4
Cc1noc(NS(=O)(=O)c2ccc(NC(=O)CSc3nc4ccccc4s3)cc2)c1C	-20	0.64	1.5
O=c1[nH]c2c(s1)C=Nc1ccccc1N2	.	1.3	2.1
CN1C(=O)C(c2nnc(Nc3cccc4ccccc34)s2)C2CC1(C)Oc1ccccc12 (stereo unspecified)	14	-1.4	-0.43
CCc1nnc(NC(=O)c2ccc(S(=O)(=O)N(CC)CC)cc2)s1	.	-0.87	-0.92
CCOC(=O)Cn1c(=O)oc2cc(S(=O)(=O)NCCc3ccc(C)cc3)ccc21	.	0.23	0.8

The list goes on:
SMILES	Insulin prom inh	SDO1 yeast rescue	SDO1 yeast rescue Rescue 24 h
Cc1ccc(C(=O)/C=C/Nc2ccccn2)cc1	-100	.	.
O=C(COc1cccc2cccnc12)N1CCc2ccccc2C1	21	-0.91	-1.8
N#Cc1ccc(NC(=O)COC(=O)CSc2nnc(-c3ccc(Cl)cc3)o2)cc1	.	0	0.18
CCOC(CNC(=O)CCc1c(C)nc2ncnn2c1C)OCC	36	-0.06	-0.3
COC(=O)CSc1nc2nc(C)cc(C)n2n1	.	0.61	0.32
CC(C)NC(=O)CC1OC(=O)c2ccccc21 (stereo unspecified)	14	-0.28	0.6
CCOC(=O)Cc1csc(NC(=O)c2sc3nc4ccc(C)cc4cc3c2N)n1	7	-0.22	1.9
Cc1cc(C)nc(SCC(=O)n2c3c(c4ccccc42)CCCC3)n1	8	-0.22	0.78
c1ccc2c(c1)nnn2-c1ncnc2sc3c(c12)CCCC3	.	-1.1	-1.2
C/C(CCN1CCc2nc(-c3ccccc3)c(-c3ccccc3)cc2C1)=N\O[C@@H](C)c1cn([C@H](CO)Cc2ccccc2)nn1	5	-0.38	-0.52
CCC(C)NC(=O)Cn1c(=O)n(CCCCC(=O)NCc2ccco2)c(=O)c2ccccc21 (stereo unspecified)	11	1.1	0.89
COc1ccc(CCN2CC(C(=O)NC3CCCCC3)CC2=O)cc1OC (stereo unspecified)	-67	.	.
CCN(CC)c1ccc(/C=C2/C(=O)ON=C2C)cc1	-12	-0.52	-0.41
O=C(Nc1cccc2ccccc12)N1CCc2ccccc2C1	-400	-2	-1.4
Cc1cc(NC(=O)CSCc2nc(-c3cccc(Cl)c3)oc2C)no1	0	-0.86	-1
Cc1cccc(-c2csc(NC(=O)c3cnccn3)c2C(=O)OC(C)C)c1	3	0.32	-0.5
Cc1ccccc1N=C1NC(=O)CC(c2ccccc2)S1 (stereo unspecified)	-43	0.91	1.5
N#Cc1c(N)c(C#N)c(-c2ccc3c(c2)OCO3)c2c1CCCC2	.	-0.44	0.16
O=C(NCc1cccnc1)c1ccc(CS(=O)(=O)c2ccc(Cl)cc2)o1	.	-0.09	-0.11
CCOc1cc(Br)ccc1S(=O)(=O)N1CC(C)OC(C)C1 (stereo unspecified)	14	0.44	-0.42
O=C(Nc1nnc(Cc2c[nH]c3ccccc23)s1)c1ccc(Cl)cc1Cl	-21	-1.3	-0.93
COc1ccc(CCNc2nc(-c3cccc(NC(C)=O)c3)cs2)cc1OC	6	.	.
COc1cc(CN(C)Cc2ccccc2)cc(OC)c1O	0	0.14	-0.54
CCOC(=O)C(=CNc1cc(C)nn1-c1ccc(C)cc1)C(=O)OCC	-3	-1.6	-1.4
CC(C)CC(=O)NN(C)c1nc(-c2ccccc2)nnc1C(F)(F)F	14	0.86	1.1

Part of the list above, with each value named:
molecule: O=C(NCc1cccnc1)c1ccc(CS(=O)(=O)c2ccc(Cl)cc2)o1
  Insulin prom inh: .	SDO1 yeast rescue: -0.09	SDO1 yeast rescue Rescue 24 h: -0.11
molecule: CCOC(=O)C(=CNc1cc(C)nn1-c1ccc(C)cc1)C(=O)OCC
  Insulin prom inh: -3	SDO1 yeast rescue: -1.6	SDO1 yeast rescue Rescue 24 h: -1.4
molecule: CCOC(=O)Cc1csc(NC(=O)c2sc3nc4ccc(C)cc4cc3c2N)n1
  Insulin prom inh: 7	SDO1 yeast rescue: -0.22	SDO1 yeast rescue Rescue 24 h: 1.9

Next section:
SMILES	Insulin prom inh	SDO1 yeast rescue	SDO1 yeast rescue Rescue 24 h
CC(C)(C)c1cc(C(=O)NCc2ccccc2)ccn1	.	-0.57[15.6 µM]	-0.88
COc1ccc(N2CCN(CCNC(=O)CCNS(=O)(=O)c3cccs3)CC2)cc1	.	0.54	-0.71
CCN(CC)CCCN1C(=O)C(O)=C(C(C)=O)C1c1cccc(OC)c1 (stereo unspecified)	7	0.94	1
CCc1ccc(-c2nc(CN3CCCC(C(=O)O)C3)c(C)o2)cc1 (stereo unspecified)	.	-0.26	-0.04
Cc1ccc(Cl)cc1NC(=O)COC(=O)C1CCCCC1	-19	-0.9	-0.67
COc1cc2[nH]c(-c3ccc(C)cc3)cc(=O)c2cc1OC	-32	0.08	-0.83
